dFosB activator: activators of mouse delta FosB homodimer; AID 493131; hit rate 0.99% among 340,000; activation, % at 25 µM; purified delta FosB, TAMRA-CDK5 oligo fluorescence polarization; percent of positive-control signal above neutral wells;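 active = mean activation above about 17%, with every replicate also reaching it, limit read from the data, passing the limit was not always enough; inconclusive = only one of the two conditions met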;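 also: fluorescence polarization rise as delta FosB binds a TAMRA Cdk5 AP-1 oligo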
SR-BI HDL uptake: blocks mouse SR-BI lipid uptake from DiI-HDL; inhibition, % at 12.5 µM; hit rate 0.96% among 320,000; ldlA[mSR-BI] CHO cells, DiI-HDL uptake fluorescence, 3 h; Q61009;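 active = mean replicate inhibition of at least 70% and a set share of replicates each scoring 70 or more; inconclusive = meets just one of the two criteria; inactive = fails both criteria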;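 also: 0% = median of neutral control wells and 100% = median of positive control wells; values of inactives mirror those of a sister screen read the other way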
SR-BI uptake up: activators of SR-BI mediated HDL lipid uptake; CHO ldlA[mSR-BI] cells, DiI-HDL uptake fluorescence, 3 h; 100 = double the neutral-control signal; activation, % at 12.5 µM; hit rate 0.096% among 320,000; AID 504775;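 active = mean replicate activation of at least 60% and every replicate at or above 60%; inconclusive = mean or all-replicate condition met, but not both; inactive = mean below 60% and not all replicates reaching 60%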;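 also: 0% = median plate neutral-control signal and 100% = twice that signal; values of inactives mirror those of a sister screen read the other way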
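Test system: SR-BI-overexpressing, LDLR-lacking CHO cells; Medium: Ham's F12 with 0.5% BSA, HEPES 25 mM, pH 7.4; Schedule: 3 h, 37 °C; Technique: bottom-read fluorescence, 550/595 nm.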
MITF TRPM1 HTS: activators of MITF-driven TRPM1 promoter activity in SK-MEL-5 cells; SK-MEL-5 TRPM1-promoter luciferase, 24 h; % of positive control, neutral wells = 0; hit rate 0.75% among 300,000; activation, % at 12.5 µM; AID 588334;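 active = mean activation of at least 80% with every replicate also reaching 80%; inconclusive = mean reaches 80% but some replicate falls short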;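 also: 0% = neutral control wells and 100% = parthenolide positive control wells; values of inactives mirror those of a sister screen read the other way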
PfHsp90 set2: inhibits growth of yeast expressing Plasmodium falciparum Hsp90 | S. cerevisiae expressing PfHsp90, BacTiter-Glo ATP, 48 h; yeast lacking PDR1 and PDR3 efflux regulators | inhibition, % at 9.4 µM | hit rate 0.32% among 310,000;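 active = every replicate shows inhibition above about 80%, whatever the replicate mean, limit read from the data; inconclusive = mean inhibition reaches the set limit but some replicate falls short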;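 also: 0% = DMSO neutral controls and 100% = 20 µM radicicol positive controls; yeast relying on Plasmodium falciparum Hsp90 in place of its own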
NSD2 HMT inh: NSD2 (human) methyltransferase inhibition; O96028; NSD2 peptide methylation, AlphaScreen, 120 min; inhibition, % at 12.5 µM; hit rate 0.54% among 310,000; in the data active = inhibition above about 50%
Rtt109 HAT inh: blocks Candida albicans Rtt109/Vps75 acetyltransferase activity | inhibition, % at 34.9 µM | Q5AAJ8 | purified Rtt109/Vps75, ThioGlo CoA-SH fluorescence, 4 h | hit rate 0.16% among 330,000;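 active = inhibition of at least 50% in every replicate; inconclusive = best replicate reaches 50% inhibition but some replicates fall short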
CAL PDZ FP-1: inhibitors of human CAL PDZ peptide binding. Q9HD26. purified CAL PDZ, TMR-peptide fluorescence polarization, 1 h. inhibition, % at 24.9 µM. hit rate 0.92% among 300,000. AID 602252;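 active = mean inhibition of at least 30% with at least half of replicates also reaching 30%; inconclusive = no clear call, values can overlap the other calls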;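 also: 0% = DMSO neutral control and 100% = excess unlabeled competitor peptide PRC23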
CAL PDZ FP-2: inhibitors of human CAL PDZ peptide binding; Q9HD26; purified CAL PDZ, TMR-peptide fluorescence polarization, 1 h; inhibition, % at 20 µM; hit rate 0.02% among 330,000; AID 504414;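 active = highest replicate inhibition of at least 40%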;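 also: plate controls were DMSO neutral control wells for no effect and unlabeled competitor peptide control wells for full effect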
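System: tagged CAL PDZ domain. Schedule: 1 h room-temperature incubation prior to read. Signal: fluorescence polarization (mP). Measure: percent inhibition from loss of millipolarization.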
PvdQ acylase: blocks Pseudomonas aeruginosa PvdQ acylase activity. purified PvdQ acylase, fluorescence plate reader. inhibition, % at 10 µM. hit rate 0.063% among 340,000. AID 488965; in the data active = inhibition above about 30%, passing the limit was not always enough; inconclusive = no clear call, values can overlap the other calls;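 also: 0% = vehicle neutral wells and 100% = reference inhibitor wells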
The depositor's hits bear a star.

Screening Cc1ccc(N=Cc2c(O)[nH]c3ccccc23)c([N+](=O)[O-])c1 returned dFosB activator -14, SR-BI HDL uptake 33, SR-BI uptake up -33, MITF TRPM1 HTS 55, PfHsp90 set2 5, NSD2 HMT inh 0, Rtt109 HAT inh -3, CAL PDZ FP-1 0, CAL PDZ FP-2 0.0 and PvdQ acylase -3.
For COc1ccc(CC(=O)OCC(=O)NC2CCCCC2)cc1OC the results were dFosB activator 1, SR-BI HDL uptake -5, SR-BI uptake up 5, MITF TRPM1 HTS 12, NSD2 HMT inh -6, Rtt109 HAT inh 1, CAL PDZ FP-2 -0.3 and PvdQ acylase -4.
For CCOC(=O)CN(C(=O)COc1nc(-c2ccccc2)cc(C)c1C#N)c1ccc(F)cc1 the results were dFosB activator -2, SR-BI HDL uptake -9, SR-BI uptake up 9, MITF TRPM1 HTS -1, PfHsp90 set2 2, NSD2 HMT inh 3, Rtt109 HAT inh 8, CAL PDZ FP-1 -3, CAL PDZ FP-2 -0.6 and PvdQ acylase 0.
NNC(=S)NCc1ccc2c(c1)OCO2 was read as dFosB activator -12, SR-BI HDL uptake -16, SR-BI uptake up 16, MITF TRPM1 HTS -1, PfHsp90 set2 -9, NSD2 HMT inh 0, Rtt109 HAT inh -4, CAL PDZ FP-1 -3, CAL PDZ FP-2 0.1 and PvdQ acylase -7.
Screening COc1cccc(CN2CCN(Cc3cccc4nonc34)CC2CCO)c1 (configuration not stated) returned dFosB activator -1, SR-BI HDL uptake -15, SR-BI uptake up 15, MITF TRPM1 HTS -1, PfHsp90 set2 -2, NSD2 HMT inh -1, Rtt109 HAT inh -8, CAL PDZ FP-1 2, CAL PDZ FP-2 0.1 and PvdQ acylase -3.
For O=C(O)C1CCN(C(=O)COc2ccc3c4c(c(=O)oc3c2)CCCC4)CC1 the results were dFosB activator -2, SR-BI HDL uptake 5, SR-BI uptake up -5, MITF TRPM1 HTS 3, PfHsp90 set2 3, Rtt109 HAT inh -6, CAL PDZ FP-1 4, CAL PDZ FP-2 0.3 and PvdQ acylase 2.
For COC(=O)c1cc(C(=O)Nc2nc3ccccc3[nH]2)cc([N+](=O)[O-])c1 the results were dFosB activator 6, SR-BI HDL uptake 80*, SR-BI uptake up -80, MITF TRPM1 HTS 49, PfHsp90 set2 -10, NSD2 HMT inh -3, Rtt109 HAT inh 0, CAL PDZ FP-1 -1, CAL PDZ FP-2 0.6 and PvdQ acylase -3.
CN1CCN(C(=O)c2ccc3nc(-c4ccccc4)c(-c4ccccc4)nc3c2)CC1 was read as dFosB activator -4, SR-BI HDL uptake -8, SR-BI uptake up 8, MITF TRPM1 HTS -4, PfHsp90 set2 4, NSD2 HMT inh 5, Rtt109 HAT inh -7, CAL PDZ FP-2 -1.2 and PvdQ acylase -10.
`COc1ccc(S(=O)(=O)Nc2cc3[nH]c(=O)oc3cc2C)cc1` gave dFosB activator 1, SR-BI HDL uptake -4, SR-BI uptake up 4, MITF TRPM1 HTS -14, PfHsp90 set2 10, NSD2 HMT inh 1, Rtt109 HAT inh 7, CAL PDZ FP-1 -1, CAL PDZ FP-2 -0.6 and PvdQ acylase 5.
`CC(=O)NC1Sc2ccccc2N=C1c1ccccc1` (configuration not stated) gave dFosB activator 0, SR-BI HDL uptake 6, SR-BI uptake up -6, MITF TRPM1 HTS 55, PfHsp90 set2 -26, Rtt109 HAT inh -1, CAL PDZ FP-1 -2, CAL PDZ FP-2 0.2 and PvdQ acylase -2.
`Cc1ccc(OCCC(=O)OCC(=O)N2CC(=O)Nc3ccccc32)cc1` gave dFosB activator -8, SR-BI HDL uptake 27, SR-BI uptake up -27, MITF TRPM1 HTS 1, PfHsp90 set2 4, NSD2 HMT inh 0, Rtt109 HAT inh -3, CAL PDZ FP-2 -0.9 and PvdQ acylase -9.
Cc1nnc(NC(=O)c2ccc(S(=O)(=O)N3CCOCC3)cc2)s1 was read as dFosB activator -2, MITF TRPM1 HTS -1, PfHsp90 set2 -1, Rtt109 HAT inh -4, CAL PDZ FP-1 -2, CAL PDZ FP-2 -1.3 and PvdQ acylase -18.
Cc1cc(C)cc(NC(=O)CSc2nncn2-c2ccccn2)c1 was read as dFosB activator -4, SR-BI HDL uptake -24, SR-BI uptake up 24, MITF TRPM1 HTS 10, PfHsp90 set2 12, NSD2 HMT inh 0, Rtt109 HAT inh -4, CAL PDZ FP-1 -2, CAL PDZ FP-2 -0.5 and PvdQ acylase 8.
Screening O=C(c1cccc(Br)c1)N1CCN(C2=NS(=O)(=O)c3ccccc32)CC1 returned dFosB activator -4, SR-BI HDL uptake 2, SR-BI uptake up -2, MITF TRPM1 HTS 3, PfHsp90 set2 7, NSD2 HMT inh 5, Rtt109 HAT inh -4, CAL PDZ FP-2 -0.1 and PvdQ acylase -5.
`COC(=O)c1ccccc1NC1c2ccccc2C(=O)N1c1cccnc1` (configuration not stated) gave dFosB activator -4, SR-BI HDL uptake -6, SR-BI uptake up 6, MITF TRPM1 HTS -3, PfHsp90 set2 -6, Rtt109 HAT inh 0, CAL PDZ FP-2 -1.2 and PvdQ acylase 5.
O=C(CSc1nnc(CCCN2C(=O)c3cccc4cccc(c34)C2=O)n1-c1ccccc1)NCCCO was read as dFosB activator -4, SR-BI HDL uptake -4, SR-BI uptake up 4, MITF TRPM1 HTS 4, PfHsp90 set2 29, NSD2 HMT inh 1, Rtt109 HAT inh 6, CAL PDZ FP-1 -2, CAL PDZ FP-2 -1.9 and PvdQ acylase -20.
Cc1cccc(CNC(=O)CCCn2nc(C)c3c(C)n(-c4ccccc4)nc3c2=O)c1 was read as dFosB activator -12, SR-BI HDL uptake 25, SR-BI uptake up -25, MITF TRPM1 HTS -7, PfHsp90 set2 3, NSD2 HMT inh -2, Rtt109 HAT inh -6, CAL PDZ FP-1 -1, CAL PDZ FP-2 -0.8 and PvdQ acylase -6.
O=C(O)c1ccccc1C(=O)Nc1ccccn1 was read as dFosB activator -1, SR-BI HDL uptake 1, SR-BI uptake up -1, MITF TRPM1 HTS -10, PfHsp90 set2 -5, NSD2 HMT inh 3, Rtt109 HAT inh -15, CAL PDZ FP-2 -1.1 and PvdQ acylase -2.
For CC1(C)Cc2cccc(OCC(=O)NCCc3ccc(S(N)(=O)=O)cc3)c2O1 the results were dFosB activator -10, SR-BI HDL uptake -4, SR-BI uptake up 4, MITF TRPM1 HTS -11, PfHsp90 set2 -10, NSD2 HMT inh -6, Rtt109 HAT inh 2, CAL PDZ FP-1 -26, CAL PDZ FP-2 -0.8 and PvdQ acylase -1.
For COc1ccccc1-n1c(C)nc2cc(C(=O)NCCN3CCOCC3)ccc21 the results were dFosB activator -1, SR-BI HDL uptake -20, SR-BI uptake up 20, MITF TRPM1 HTS -2, PfHsp90 set2 -3, Rtt109 HAT inh 23, CAL PDZ FP-1 -1, CAL PDZ FP-2 -1.7 and PvdQ acylase 8.
Cc1nnc2c(NC3CCCC3)nc3ccccc3n12 was read as dFosB activator -3, SR-BI HDL uptake -11, SR-BI uptake up 11, MITF TRPM1 HTS -11, PfHsp90 set2 -30, NSD2 HMT inh 3, Rtt109 HAT inh 2, CAL PDZ FP-1 -4, CAL PDZ FP-2 -3.6 and PvdQ acylase -3.
Screening CCOC(=O)c1c(C)n(C)c2cc(OCCN(CC)CC)ccc12 returned dFosB activator 6, SR-BI HDL uptake -8, SR-BI uptake up 8, MITF TRPM1 HTS -4, PfHsp90 set2 10, Rtt109 HAT inh 14, CAL PDZ FP-1 -4, CAL PDZ FP-2 -0.5 and PvdQ acylase 6.
Screening Cc1cccc(Nc2ccc([N+](=O)[O-])cn2)c1 returned dFosB activator 2, SR-BI HDL uptake -2, SR-BI uptake up 2, MITF TRPM1 HTS 32, PfHsp90 set2 -17, NSD2 HMT inh 2, Rtt109 HAT inh 17, CAL PDZ FP-1 0, CAL PDZ FP-2 2.9 and PvdQ acylase 17.
`CCOC(=O)C1CCN(C(C)=C2C(=O)c3ccccc3C2=O)CC1` gave dFosB activator -6, SR-BI HDL uptake -14, SR-BI uptake up 14, MITF TRPM1 HTS -14, PfHsp90 set2 -15, NSD2 HMT inh -2, Rtt109 HAT inh 5, CAL PDZ FP-1 -2, CAL PDZ FP-2 -3.7 and PvdQ acylase 4.
`O=C(Cn1ccc2ccccc2c1=O)N1CCN(c2cccc(Cl)c2)CC1` gave dFosB activator -6, SR-BI HDL uptake -4, SR-BI uptake up 4, MITF TRPM1 HTS -1, PfHsp90 set2 -20, NSD2 HMT inh 0, Rtt109 HAT inh -5, CAL PDZ FP-1 -2, CAL PDZ FP-2 0.1 and PvdQ acylase -14.
CCC(=O)Nc1ccc2c(c1)ncn2C was read as dFosB activator -13, SR-BI HDL uptake -11, SR-BI uptake up 11, MITF TRPM1 HTS 2, PfHsp90 set2 24, NSD2 HMT inh 0, Rtt109 HAT inh 6, CAL PDZ FP-2 -0.3 and PvdQ acylase 8.
`O=C(COC(=O)CCCNC(=O)c1ccc(Cl)cc1)Nc1ccc(Br)cc1` gave dFosB activator 5, SR-BI HDL uptake 4, SR-BI uptake up -4, MITF TRPM1 HTS 7, PfHsp90 set2 18, NSD2 HMT inh -1, Rtt109 HAT inh 12, CAL PDZ FP-1 -5, CAL PDZ FP-2 -2.0 and PvdQ acylase 18.
Screening O=C1N(c2ccccc2C(F)(F)F)OC1(Cc1ccccc1)c1ccccc1 (configuration not stated) returned dFosB activator 3, SR-BI HDL uptake 13, SR-BI uptake up -13, MITF TRPM1 HTS -14, Rtt109 HAT inh -1, CAL PDZ FP-1 -2, CAL PDZ FP-2 0.6 and PvdQ acylase -9.
COc1ccc(Cl)cc1NC(=O)CN(C)C(=O)c1cccc(S(=O)(=O)N2CCN(C)CC2)c1 was read as dFosB activator -3, SR-BI HDL uptake 41, SR-BI uptake up -41, MITF TRPM1 HTS -10, PfHsp90 set2 -28, NSD2 HMT inh 1, Rtt109 HAT inh 3, CAL PDZ FP-1 1, CAL PDZ FP-2 -1.1 and PvdQ acylase -9.
Screening N/C(=N\OC(=O)c1ccc2ccccc2c1)c1ccccc1Cl returned dFosB activator -9, SR-BI HDL uptake 16, MITF TRPM1 HTS inconclusive, PfHsp90 set2 100*, NSD2 HMT inh -3, Rtt109 HAT inh -7, CAL PDZ FP-1 -4, CAL PDZ FP-2 -2.7 and PvdQ acylase -15.
`Cc1ccc(CNC(=O)C23CN(Cc4ccccc4)CC2C(c2ccc([N+](=O)[O-])cc2)=NO3)cc1` (configuration not stated) gave dFosB activator 3, SR-BI HDL uptake 12, SR-BI uptake up -12, MITF TRPM1 HTS 9, PfHsp90 set2 -21, Rtt109 HAT inh -11, CAL PDZ FP-1 -1, CAL PDZ FP-2 -0.5 and PvdQ acylase -5.

Compound activity: PubChem BioAssay, Broad Institute
